Polio RdRp inh: poliovirus RdRp elongation inhibitors, primary screen, biochemical, fluorescence polarization, total intensity; Genome polyprotein (Poliovirus type 1 (strain Mahoney)), P03300; poliovirus polymerase elongation; active compounds read low; % elongation, % (compound at 16.7 µg/mL); 150,000 compounds, 0.66% hits; in the data active = % elongation below about 90%; also: some results filed as inactive read as strong as hits
Target sequence (P03300 1749-2209 limits assumed): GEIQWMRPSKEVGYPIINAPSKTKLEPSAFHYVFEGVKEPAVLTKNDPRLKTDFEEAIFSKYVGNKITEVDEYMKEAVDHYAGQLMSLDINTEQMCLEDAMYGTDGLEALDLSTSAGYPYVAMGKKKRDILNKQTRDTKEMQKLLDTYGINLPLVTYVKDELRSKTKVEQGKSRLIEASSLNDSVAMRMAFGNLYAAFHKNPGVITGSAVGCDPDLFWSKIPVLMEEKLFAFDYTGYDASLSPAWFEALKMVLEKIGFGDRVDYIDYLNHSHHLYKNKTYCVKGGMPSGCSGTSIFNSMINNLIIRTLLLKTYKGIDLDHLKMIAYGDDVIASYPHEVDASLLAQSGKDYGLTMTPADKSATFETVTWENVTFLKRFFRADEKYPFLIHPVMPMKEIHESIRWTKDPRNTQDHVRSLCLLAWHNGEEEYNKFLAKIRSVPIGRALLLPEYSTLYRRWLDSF
Polio RdRp inh FP z-score: recorded beside Polio RdRp inh, whose call it bears; z-score; measured here: FP z-score; hits read low
Active calls of the source: *. Some of the compounds tested; count on the stated rates, not on these rows.

Start of the data: the first six records, to show the layout:
Screens in order: Polio RdRp inh	Polio RdRp inh FP z-score
> COc1cc(NS(=O)(=O)c2cnc(N)nc2)cc(OC)c1
 : 113	1.1
> OC(CNCc1ccccc1)COCc1ccc(Cl)cc1 (stereo not given)
 : 103	0.6
> CCN(CC)Cc1cc(O)c(CN(CC)CC)cc1O
 : 98	-2.1
> N#CCC(c1ccccc1)c1ccc2c(c1)OCO2 (stereo not given)
 : 100	-0.7
> Cc1ccc(NC(=O)Nc2cn(C)c(=O)c3ccccc23)c(Cl)c1
 : 80*	-5.5*
> Cc1ccc(C)c(Nc2cc(C(=O)NC3CCCCC3)c3ccccc3n2)c1
 : 103	-1.6

The list itself (from the top)
Screens in order: Polio RdRp inh	Polio RdRp inh FP z-score
> COc1cc(NS(=O)(=O)c2cnc(N)nc2)cc(OC)c1
 : 113	1.1
> OC(CNCc1ccccc1)COCc1ccc(Cl)cc1 (stereo not given)
 : 103	0.6
> CCN(CC)Cc1cc(O)c(CN(CC)CC)cc1O
 : 98	-2.1
> N#CCC(c1ccccc1)c1ccc2c(c1)OCO2 (stereo not given)
 : 100	-0.7
> Cc1ccc(NC(=O)Nc2cn(C)c(=O)c3ccccc23)c(Cl)c1
 : 80*	-5.5*
> Cc1ccc(C)c(Nc2cc(C(=O)NC3CCCCC3)c3ccccc3n2)c1
 : 103	-1.6
> COc1ccc(Nc2nc(N)nc(CSC(=S)N3CCOCC3)n2)cc1
 : 103	0.3
> CCOc1ccccc1CN(CCc1ccc2c(c1)OCO2)Cc1ccc(CC)cc1
 : 98	-2
> CCCSc1nsc(SCCC)c1C(N)=O
 : 101	0
> CC1CC(C)(C)CC2(C1)NC(=O)N(c1ccccc1)N2 (stereo not given)
 : 103	0.3
> CCOC(=O)c1cccc(NC(=O)N2CC(CC)Oc3ccccc32)c1 (stereo not given)
 : 109	0.4
> O=C(O)Cc1ccc(C(F)(F)F)cc1
 : 105	0.5
> CN(C)c1nc(Oc2ccc(=O)n(C)n2)nc(N2CCCCC2)n1
 : 101	0
> CCc1cccc(-n2nnc(-c3nc(-c4ccccc4Cl)no3)c2N)c1
 : 118	0.3
> COc1ccc(N2CCN(C(=O)CCc3c(C)nc4cc(-c5ccc(OC)cc5OC)nn4c3C)CC2)cc1
 : 105	-0.6
> CCCNC(=O)c1cnn2c(C(F)F)cc(-c3ccccc3)nc12
 : 103	-0.2
> CCOc1ccc(CCNC(=O)c2nc(-c3cccc(F)c3)n3c2CCCCC3)cc1OCC
 : 106	-0.2
> CCOC(=O)COc1c(Cl)cc(/C=C2/NC(=O)NC2=O)cc1OC
 : 104	0.4
> CCCSc1nc2ccc(S(=O)(=O)N3CCOCC3)cc2[nH]1
 : 64*	-4.1*
> CCOc1cc(C2CC(=O)Nc3c2c(=O)nc(SCc2cccc(Cl)c2)n3C)ccc1O (stereo not given)
 : 106	-0.1
> CC1CC(C)CN(S(=O)(=O)c2ccc(N)cc2)C1 (stereo not given)
 : 104	0.5
> CCN(C(=O)CN1CCCCC1)c1nc2ccc(C)cc2s1
 : 102	-0.3
> CC(C)N1C(=O)S/C(=C/c2ccccc2OCc2ccc(C(=O)O)cc2)C1=O
 : 101	-0.2
> O=C(Cc1cn2ccsc2n1)N/N=C1\CCCCc2ccccc21
 : 106	0.4
> O=C(Oc1ccc2c(c1)OCO2)c1ccc2c(c1)OCCO2
 : 102	-0.1
> O=C(CCn1c(=S)[nH]c2c(sc3ccccc32)c1=O)NC1CCCCC1
 : 101	-0.3
> COc1ccc(Nc2nc3c(S(=O)(=O)c4ccc(Br)cc4)nnn3c3ccsc23)c(OC)c1
 : 105	-0.1
> CN1N=C(C(C)(C)C)CSC1=Nc1ccccc1
 : 97	-0.8
> COCCN=c1scc(-c2ccc(OC(F)F)cc2)n1/N=C/c1ccc[nH]1
 : 103	0
> CCO/C=C1\C(=O)N(C)C(=O)c2ccccc21
 : 10*	-14*

Remaining list, next part.
Screens in order: Polio RdRp inh	Polio RdRp inh FP z-score
> O=c1[nH]c2ccc(Cl)cc2c2oc(-c3ccccc3)nc12
 : 104	0
> CCOC(=O)c1ccc(CN(Cc2ccccc2C)S(=O)(=O)c2ccc(C(C)(C)C)cc2)cc1
 : 110	0.5
> Cc1ccc(NC(=O)/N=C2/NC(=O)C(C(C)C)O2)cc1 (stereo not given)
 : 103	0.2
> Cc1ccc(-n2c(SCC(N)=O)nc3ccccc3c2=O)cc1
 : 102	-0.4
> COC(=O)C1(C)NC(c2ccc(OC)cc2)C2C(=O)N(c3ccccc3)C(=O)C21 (stereo not given)
 : 101	-0.3
> CCOC(=O)Cn1cc(/C=C2\C(=O)NC(=O)N(c3ccc(F)cc3)C2=O)c2ccccc21
 : 68	-6.9
> COc1ccc(CCNC(=O)c2cc3n(n2)CCCN(Cc2ccc(C)cc2)C3=O)cc1OC
 : 106	0.1
> Cc1cccc(Cn2nnc3c(=O)[nH]c(C4CCN(C(=O)c5ccc(F)cc5)CC4)nc32)c1
 : 113	1.4
> CCCOc1ccc(-c2nn(-c3ccccc3)cc2C2NC(=O)NC(C)=C2C(=O)OC(C)C)cc1 (stereo not given)
 : 103	-0.5
> CC(C)CCNC(=O)c1cc(-c2ccc(Br)s2)nc2ccccc12
 : 110	0.8
> CCOC(=O)c1cc(C)nc(N2CCC(C(N)=O)CC2)c1C#N
 : 105	0
> CC1CCCCC1NC(=O)COC(=O)c1ccc2c(c1)NC(=O)CS2 (stereo not given)
 : 100	-0.6
> COc1ccc(CNC(=O)c2cc3cc4cc(OC)ccc4nc3o2)cc1
 : 111	0.6
> CCc1nn(CCCC(=O)NCc2ccc(OC)c(OC)c2)c(=O)c2cc3occc3n12
 : 114	1
> COc1cc(CC(=O)Nc2ccccc2N2CCOCC2)cc(OC)c1OC
 : 102	0.1
> CN(C(=O)Cc1ccc(Br)cc1)c1ccccc1
 : 98	-0.3
> C/C(=N\C(=O)NN)c1cnn(-c2ccccc2)c1C
 : 102	-0.5
> COC(=O)c1cccc(-c2ccc(/C=C(/C#N)c3ccc(Cl)cc3)o2)c1
 : 110	5.3
> O=C(c1ccc(-c2ccccc2)s1)N1CCOCC1
 : 100	-0.3
> Cc1cccc(COn2c(=O)c[n+]([O-])c3ccccc32)c1
 : 100	-0.1
> Cc1nn(-c2ccccc2)c(C)c1C(=O)OCc1cccc(S(=O)(=O)N(C)C)c1
 : 101	-0.2
> Cc1ccc(C)c(N2CCN(c3c(CN4CCCC4)c(=O)oc4ccccc34)CC2)c1
 : 107	0.5
> CCc1ccc([C@H]2C(C#N)=C(N)C(C#N)(C#N)C3=CCN(C(=O)OC)C[C@@H]32)cc1
 : 44	-4.9
> O=C(CO/N=C/c1ccco1)NCc1ccccc1
 : 110	0.8
> CCCOc1ccc2c3c(c(=O)oc2c1OCCC)CCC3
 : 101	0
> CN(C(=S)NC(=O)c1ccco1)C1CCS(=O)(=O)C1 (stereo not given)
 : 107	0.7
> O=C(O)/C=C\C(=O)Nc1ccccc1SCC(O)Cn1ccc(C(F)(F)F)n1 (stereo not given)
 : 108	1.2
> COCCCn1cnn2c(=O)c3ccccc3nc2c1=O
 : 95	-1.5
> Cc1cc(C)n2nc(SCC(=O)NC(C)CCc3ccccc3)nc2n1 (stereo not given)
 : 103	0.4
> CC(c1nc2ccccc2c(=O)[nH]1)N1CCN(Cc2ccc(Cl)s2)CC1 (stereo not given)
 : -3.0*	-7.9*

More entries follow:
Screens in order: Polio RdRp inh	Polio RdRp inh FP z-score
> CC(C)c1ccc(C2C(C#N)=C(N)SC(N)=C2C#N)cc1
 : 45	-5.3
> O=C(O)c1cccc(N2C(=O)c3cccnc3C2=O)c1
 : 102	0.3
> Cc1scc(CN(C)Cc2ccccc2)c1C
 : 102	0.1
> CSC(=S)NCc1cccs1
 : 104	0.2
> Cc1cc(C)c(N=C2SCC(=O)N2Cc2ccco2)c(C)c1
 : 102	0.4
> Cc1ccc(Cn2nnc3c(C)nn4c(-c5cccnc5)nnc4c32)cc1
 : 102	-0.1
> COc1ccc(OC)c(N(C)S(=O)(=O)c2cc(Br)cnc2N)c1
 : 105	0.7
> O=C(NC(C(F)(F)F)C(F)(F)F)OCc1ccc(F)cc1
 : 103	0.3
> Cc1ccc2sc(-c3nc4ccccc4s3)nc2c1
 : 104	0.6
> CNC(=O)C12CC3CC(C)(CC(C)(C3)C1)C2
 : 103	0.4
> COc1ccc(OCC(=O)NCC(c2ccc(OC)cc2)N2CCCCC2)cc1 (stereo not given)
 : 102	-1
> CCOC(=O)c1c(C)c(-c2ccccc2)n(CC(=O)N2CCN(c3ccccn3)CC2)c1C
 : 99	-0.8
> COc1ccc(C(=O)Nc2nc(-c3ccc(C#N)cc3)cs2)c(OC)c1
 : 100	-0.1
> CCCCn1c(=N)n(CC(O)COc2ccc(OC)cc2)c2ccccc21 (stereo not given)
 : 101	-0.1
> N#Cc1c(N)nc2c(c1-c1cccnc1)CCCCC2
 : 106	0.3
> O=C(O)C1C2C=CC(C2)C1C(=O)N(Cc1ccccc1)Cc1ccccc1 (stereo not given)
 : 105	1.1
> CC1(C)CC(O)c2ccccc2O1 (stereo not given)
 : 98	-0.8
> O=C(CC1CCCCC1)N1CCN(c2ccccc2)CC1
 : 101	-0.4
> O=C(CCN1C(=O)c2ccccc2C1=O)N1CCN(c2cccc(Cl)c2)CC1
 : 105	1.4
> COc1ccc(CN(CCN2CCOCC2)C(=O)c2cc3sccc3n2Cc2ccccc2)cc1
 : 102	0
> Cc1ccc2nc(NCC(c3c(F)cccc3Cl)N(C)C)cc(=O)n2c1 (stereo not given)
 : 100	-0.2
> Cc1nc(N2CC(C)OC(C)C2)c2nnn(Cc3c(F)cccc3Cl)c2n1 (stereo not given)
 : 103	0.5
> O=C(Cn1ncc2c3ccccc3n(Cc3ccc(Cl)cc3)c2c1=O)NCc1ccccn1
 : 122	1.5
> O=C(NCC(c1ccc(Cl)cc1)N1CCOCC1)c1ccccc1F (stereo not given)
 : 109	0.6
> CCc1nnc2c(N3CCCc4ccccc43)nc3ccccc3n12
 : 102	0.1
> FC1(F)C2C3CC4C5C3C1C5C(F)(F)C42 (stereo not given)
 : 100	0
> Cc1cc(NC(=S)NC(=O)c2cn(-c3ccccc3)nc2-c2cccc(Br)c2)no1
 : 106	0.5
> Cc1ccc(NC(=O)C2CCCN2S(=O)(=O)c2ccc(Cl)cc2)cc1 (stereo not given)
 : 99	-0.3
> Cn1nnnc1SC1CCOC1=O (stereo not given)
 : 102	0.1
> O=c1[nH]c2cc(Cl)c(Cl)cc2n1-c1ccncc1
 : 102	0.1

Remaining list, next part:
Screens in order: Polio RdRp inh	Polio RdRp inh FP z-score
> CCc1nc2cccnc2n1-c1ccc(CC(=O)N2CCC3(CC2)OCCO3)cc1
 : 102	0
> Cc1ccc(C(=O)NC(=S)Nc2ccc(-c3ccc(CO)o3)cc2)cc1
 : 99	-0.6
> COc1ccc(C(=O)CC2(O)C(=O)N(CC(N)=O)c3ccccc32)c(OC)c1 (stereo not given)
 : 100	-0.5
> COC(=O)c1cc2ccsc2n1CC(=O)N1CCCc2ccccc21
 : 102	-0.7
> Cc1cc2c(n1-c1ccc(C(=O)NCCc3ccc(Cl)cc3)cc1)CCC(C)C2 (stereo not given)
 : 99	-1.7
> CCOc1cc(C(=O)Nc2ccc(N3CCCC3=O)cc2)cc(OCC)c1OCC
 : 101	-0.2
> O=C(NCC1COc2ccccc2O1)c1ccc2c(c1)OCCO2 (stereo not given)
 : 105	0.3
> Cc1ccc(-c2nc3c4ccccc4[nH]c(=O)n3n2)cc1
 : 108	0.7
> Cc1oc(S(=O)(=O)N2CCCCC2)cc1C(=O)Nc1ccccc1
 : 102	0
> CC(Oc1ccccc1)C(=O)N1CCN(Cc2cc(=O)n3nc(-c4ccccc4Cl)sc3n2)CC1 (stereo not given)
 : 103	-1.2
> Cc1ccc(-c2csc3nc(CCl)[nH]c(=O)c23)cc1
 : 102	0
> CCc1ccc(NC(=O)CSc2c3c(nc4ccccc24)CCCC3)cc1
 : 97	-1.7
> COc1ccc(Cl)cc1NC(=O)CSc1nc2ccccc2nc1N1CCCCC1
 : 105	0.1
> Cc1ccc(S(=O)(=O)N(CC(=O)Nc2ccc(C(C)C)cc2)Cc2ccccc2)cc1
 : 106	0.3
> O=C(Nc1ccccc1OCc1cc(=O)n2ccccc2n1)c1cccc(Br)c1
 : 111	1.2
> Cc1ccc2c(c1)CCCN2C(=O)c1ccoc1C
 : 100	0
> CN(C)c1ccc(C(C(=O)NC2CCCCC2)N(Cc2ccco2)C(=O)Cc2c[nH]c3ccccc23)cc1 (stereo not given)
 : 104	0.4
> Cc1ccc2nc(-c3cccc(NC(=O)c4ccc(Br)o4)c3)oc2c1
 : 109	1
> O=C(/C=C/c1ccco1)OCC(=O)N1CCCc2ccccc21
 : 103	0
> Cc1cc(N(Cc2ccc(Cl)cc2)C(=O)c2ccc(Cl)cc2)no1
 : 104	0.8
> Cc1ccsc1CN(C(=O)COc1ccc(Br)cc1)C1CCS(=O)(=O)C1 (stereo not given)
 : 121	0.4
> CCN(CC)CCNC(=O)Nc1ccc2c(c1)N(Cc1ccccc1)C(=O)c1ccccc1S2
 : 105	-0.7
> Cc1ccccc1NC(=O)CSc1ccc(-c2ccccn2)nn1
 : 115	1.1
> Cc1ccsc1/C=N/n1cnc2scc(-c3cccs3)c2c1=O
 : 103	0.2
> CCCSc1nc2c([nH]c3ccccc32)c(=O)n1-c1cc(C)cc(C)c1
 : 102	0.3
> CN(Cc1ccc2c(c1)OCO2)C1CCCCC1
 : 102	-0.2
> COc1ccccc1N1CCN(C(=O)Cn2ncc3c2-c2cc(C)ccc2OC3)CC1
 : 104	0

At a glance, 2 of the compounds above:
Screens in order: Polio RdRp inh	Polio RdRp inh FP z-score
> CN(Cc1ccc2c(c1)OCO2)C1CCCCC1
 : 102	-0.2
> COc1ccccc1N1CCN(C(=O)Cn2ncc3c2-c2cc(C)ccc2OC3)CC1
 : 104	0
